PfGluPho inh: PfG6PD (Plasmodium falciparum) enzyme inhibition; PfGluPho enzyme, NADPH resazurin-diaphorase fluorescence; AID 504690; actives 0.78% (n = 350,000); inhibition, % at 20 µM;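 active = inhibition reaching at least a set limit at 20 µM in the primary screen, cut at about 59% in these data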;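 note: 0% = DMSO wells with substrate and 100% = DMSO wells lacking glucose-6-phosphate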
SENP8 block: inhibitors of human SENP8 protease; recombinant SENP8, Nedd8 substrate fluorescence; inhibition, % at 20 µM; Q96LD8; AID 602440; actives 0.64% (n = 360,000); in the data active = inhibition mostly above about 40%, no sharp cut-off; inactive = mostly below about 27%
Target sequence (Q96LD8 whole entry, looked up): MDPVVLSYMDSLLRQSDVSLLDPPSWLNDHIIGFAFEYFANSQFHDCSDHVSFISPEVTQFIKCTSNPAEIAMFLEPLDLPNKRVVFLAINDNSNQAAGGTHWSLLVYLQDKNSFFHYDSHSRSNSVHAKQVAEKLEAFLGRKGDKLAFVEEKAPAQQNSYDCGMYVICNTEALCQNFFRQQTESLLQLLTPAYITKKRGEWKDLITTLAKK
MPTP block: permeability transition pore inhibition | isolated mouse mitochondria, Ca2+ swelling absorbance, 30 min | AID 602449 | actives 1.4% (n = 360,000) | inhibition, % at 10 µM;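 active = inhibition of 50% or more, scaled per plate between neutral and stimulator controls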;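 note: 0% = DMSO wells given calcium and 100% = 1 mM EGTA wells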
SENP6 inh: blocks the human protease SENP6 | Q9GZR1 | Recombinant SENP6 catalytic domain, aminoluciferin luminescence | inhibition, % at 10 µM | actives 1.8% (n = 330,000) | AID 2599;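 active = inhibition above about 50% at the single tested dose, limit read from the data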;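 note: plate controls were DMSO wells with enzyme for no effect and DMSO wells lacking enzyme for full effect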
SENP1 FRET inh: blocks the human SENP1 SUMO protease catalytic domain | AID 624204 | inhibition, % at 10 µM | actives 0.21% (n = 360,000) | Q9P0U3 | recombinant SENP1 catalytic domain, CyPet-SUMO1-YPet FRET cleavage;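 active = inhibition at least 30% at 10 µM, raw YFP signal under a set limit, fluorescence ratio 0.5 to 1.5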;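 note: 0% = enzyme with DMSO and 100% = no enzyme wells; some results filed as inactive read as strong as hits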
Target sequence (Q9P0U3 419-644 limits assumed): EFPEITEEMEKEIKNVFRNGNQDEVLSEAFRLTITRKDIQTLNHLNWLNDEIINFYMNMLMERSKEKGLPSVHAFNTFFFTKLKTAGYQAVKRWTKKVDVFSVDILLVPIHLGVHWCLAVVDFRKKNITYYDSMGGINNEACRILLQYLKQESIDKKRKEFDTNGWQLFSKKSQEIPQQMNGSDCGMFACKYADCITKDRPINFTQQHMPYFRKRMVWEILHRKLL
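material = recombinant human SENP1 catalytic domain, His6-tagged | quantity = 20 pM enzyme | reagent = 25 nM SUMO1 FRET substrate | compound dosing = 10 µM single point, 0.5% DMSO | timing = 50 min enzyme reaction, room temperature, light-protected | detection = FRET, CFP and YFP emission | control set = no-enzyme low, enzyme-DMSO high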
NR3A LBD binder: modulators (binders) of human NR3A ligand-binding domain; NR3A LBD differential scanning fluorimetry, Tm shift; 0% = protein alone, 100% = glycine-bound protein; Tm shift relative to glycine control, % at 25 µM; actives 2.5% (n = 340,000); AID 1259313;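 active = melting temperature shift of at least 10% of the positive control shift, at one fixed dose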
ATG4B inhibitor: ATG4B (human) cysteine protease inhibition | ATG4B cleavage of LC3-PLA2, NBD-HPC fluorescence, 1 h | inhibition, % at 8.33 µM | actives 0.51% (n = 340,000); in the data active = inhibition above about 40%
Target sequence (Q9Y4P1 whole entry, looked up): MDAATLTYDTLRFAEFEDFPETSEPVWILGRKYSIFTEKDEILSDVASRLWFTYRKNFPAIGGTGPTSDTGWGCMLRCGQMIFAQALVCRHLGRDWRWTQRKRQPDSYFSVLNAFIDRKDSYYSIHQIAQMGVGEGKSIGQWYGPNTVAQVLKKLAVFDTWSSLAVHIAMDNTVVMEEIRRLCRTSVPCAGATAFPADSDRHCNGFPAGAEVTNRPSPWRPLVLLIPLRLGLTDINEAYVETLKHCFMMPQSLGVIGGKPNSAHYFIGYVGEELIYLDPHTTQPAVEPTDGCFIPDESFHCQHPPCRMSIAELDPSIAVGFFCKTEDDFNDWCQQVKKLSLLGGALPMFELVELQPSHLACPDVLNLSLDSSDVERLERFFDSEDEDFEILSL
hIAP activ: human IAP activation | P09923 | actives 0.16% (n = 330,000) | AID 2524 | purified human IAP, CDP-Star luminescence, 30 min; stronger effect = higher value; 1 = vehicle-only enzyme, 0 = enzyme-free background | activation factor at 10 µM;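 active = activation factor of the enzyme at least 2-fold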; note: the source names both 10 and 20 µM as test concentration; values of inactives mirror those of a sister screen read the other way
An asterisk follows results filed as active; i = inactive; . = no result given.

smiles | MPTP block | SENP8 block | NR3A LBD binder | ATG4B inhibitor | hIAP activ | PfGluPho inh | SENP1 FRET inh | SENP6 inh
CCOC(=O)CCCNC(=O)CCNC(=O)c1ccc(OC(C)C)cc1 | 1.1 | 6 | 2 | 5 | 0.86 | -2 | 0 | -9
CCOc1cc(/C=C2/C(=O)ON=C2C)ccc1O | 0.3 | 21 | 3 | -2 | 0.79 | 7 | 3 | 3
COc1ccc(NC(=O)NNC(=O)C(C)Oc2ccc(C(C)C)cc2)c(OC)c1 (stereo not drawn) | -0.2 | 10 | 0 | 1 | 1.8 | 1 | -1 | 10
CC1(C)ON(C2CCCCC2)[C@H]2c3nc4ccccc4n3C[C@H]21 | 0.8 | 13 | -1 | 2 | 0.97 | 14 | -1 | -5
CCOC(=O)C1CCN(C(=O)CC(C)S(=O)(=O)c2ccc3c(c2)NC(=O)CO3)CC1 (stereo not drawn) | -1.3 | 11 | 2 | 1 | 1.1 | 7 | 0 | 1
c1ccc(CCCNc2ncnc3nc[nH]c23)cc1 | -2.1 | 12 | 0 | 3 | 1.7 | 20 | 0 | -13
CCOC(=O)c1cc(-c2ccc(N)cc2)sc1N | 3.1 | -94 | -1 | 1 | 0.91 | 13 | -51 | 2
COC(=O)C(N)Cc1ccc(Cl)cc1 (stereo not drawn) | -4.2 | 7 | 2 | -4 | 1 | 13 | 0 | 15

Arranged by SMILES length (smallest number first): some entries from above
smiles | MPTP block | SENP8 block | NR3A LBD binder | ATG4B inhibitor | hIAP activ | PfGluPho inh | SENP1 FRET inh | SENP6 inh
CCOc1cc(/C=C2/C(=O)ON=C2C)ccc1O | 0.3 | 21 | 3 | -2 | 0.79 | 7 | 3 | 3
CCOC(=O)CCCNC(=O)CCNC(=O)c1ccc(OC(C)C)cc1 | 1.1 | 6 | 2 | 5 | 0.86 | -2 | 0 | -9
CC1(C)ON(C2CCCCC2)[C@H]2c3nc4ccccc4n3C[C@H]21 | 0.8 | 13 | -1 | 2 | 0.97 | 14 | -1 | -5

Continuation.
smiles | MPTP block | SENP8 block | NR3A LBD binder | ATG4B inhibitor | hIAP activ | PfGluPho inh | SENP1 FRET inh | SENP6 inh
COc1ccc(N(C)C(=O)CCC(=O)Nc2ccc3nc(N4CCOCC4)cc(C)c3c2)c(OC)c1 | -1.5 | -283 | -2 | -1 | 0.94 | 2 | -3 | 8
Cn1nc(C(C)(C)C)c([N+](=O)[O-])c1C(=O)NC(C)(C)C | -10 | 25 | -2 | -2 | 0.96 | -4 | 3 | -13
CC(=O)NC(Cc1cccc(C)c1)C(=O)NC1CCN(S(=O)(=O)c2ccccc2)CC1 (stereo not drawn) | 0.1 | 11 | 1 | 2 | 0.96 | -6 | 1 | 21
C#CCOCCOCCOCCNc1nc(N2CCN(C(=O)[C@H](CCC(=O)O)n3cc(C(N)[C@H](C)CC)nn3)CC2)nc(N2CCN(C(=O)[C@H](CCC(=O)O)n3cc(C(N)[C@H](C)CC)nn3)CC2)n1 (stereo partly drawn) | -0.6 | 18 | -1 | 7 | 0.93 | -2 | 0 | -5
Cc1ccc(NNC(=O)C(O)(c2cccc(C(F)(F)F)c2)c2cccc(C(F)(F)F)c2)cc1 | 72* | 2 | 26* | 35 | 0.97 | 23 | 1 | -10
O=c1cc(CNc2cc(Cl)ccc2Cl)nc2sccn12 | -7.0 | -7 | 1 | 2 | 0.88 | 10 | -3 | -1
CCN1CCN(S(=O)(=O)c2ccc(Cl)c(C(=O)Oc3ccc(CC(=O)OC)cc3)c2)CC1 | -0.7 | 1 | 0 | -8 | . | 1 | 0 | .
O=C(CSc1nnnn1-c1ccccc1)N1CCc2ccccc21 | 1.0 | 1 | 2 | 0 | 0.98 | 16 | 2 | -22
O=C(CSc1cccc(C(F)(F)F)c1)NC(=O)c1ccccc1 | -0.6 | 11 | 3 | 2 | 1 | -4 | 0 | 0
CCCCCN(CCCCC)C(=O)C(CCC(=O)O)NC(=O)c1ccc(Cl)c(Cl)c1 (stereo not drawn) | -2.4 | -6 | 1 | 6 | 0.94 | -8 | 1 | -14
CCOC(=O)Cc1nnc(NC(=O)CCc2ccccc2)s1 | -0.2 | 14 | 2 | -3 | 0.93 | 7 | 0 | 1
CCc1ccc(NC(=O)CC2C(=O)N(c3ccc(C)cc3)C(=O)N2C2CC2)cc1 (stereo not drawn) | 2.3 | 29 | 0 | -5 | 1 | 16 | 3 | -6
O=C(COc1ccccc1Br)NCCC1=CCCCC1 | 0.5 | 1 | 3 | 16 | 0.94 | 17 | 0 | 3
O=C(NC1=NCCS1)c1sc2cc(Cl)cc(Cl)c2c1Cl | 0.3 | 19 | 20* | 22 | 1 | 0 | -1 | -20
Nc1cc2[nH]c(=O)c3ccccc3c2cc1Br | -1.2 | -448 | -12 | -9 | . | -6 | -1 | .
CC(C)CN1CCC(=O)N(CCOc2ccccc2)CC1 | 0.6 | 8 | -1 | -7 | 0.97 | -7 | 1 | -14
CC(C)(C)[C@H]1C=C(C(=O)NCc2ccccc2)O[C@@H](OCCCCO)C1 | 0.3 | -2 | -2 | -11 | 0.87 | 19 | 3 | -2
O=S(=O)(Nc1ccncc1Cl)c1ccc2ccccc2c1 | -0.9 | -4 | -1 | 6 | 1.1 | -34 | 1 | 0
Nc1nc2n(n1)C(c1ccc(F)cc1)CC(c1ccc(F)cc1)N2 (stereo not drawn) | -1.8 | -18 | -4 | -2 | 0.97 | -17 | -4 | -6
CCC(CC)C(=O)Nc1cccc(C(=O)Nc2nnc(C)s2)c1 | -1.9 | 8 | -2 | -4 | 1 | -16 | 2 | -2
CCc1cc2c(NCCC(=O)O)ncnc2s1 | 0.0 | -50 | 0 | -4 | 1 | -6 | -4 | -1
CCc1ccccc1NC(=O)CNC(=O)c1ccccc1OCc1c(C)noc1C | 0.4 | 11 | 0 | -3 | 1.1 | -8 | 2 | -19
O=C(N/N=C/c1ccc([N+](=O)[O-])cc1)c1ccc(NS(=O)(=O)c2cccs2)cc1 | -2.4 | 21 | 1 | -4 | 0.86 | -9 | 0 | 3
O=C1O[C@@H](c2ccc(O)cc2)Cc2cccc(O)c21 | -0.5 | i | -1 | -8 | 1.1 | 2 | -3 | 3

Continued; it opens with the two that closed the last part.
smiles | MPTP block | SENP8 block | NR3A LBD binder | ATG4B inhibitor | hIAP activ | PfGluPho inh | SENP1 FRET inh | SENP6 inh
O=C(N/N=C/c1ccc([N+](=O)[O-])cc1)c1ccc(NS(=O)(=O)c2cccs2)cc1 | -2.4 | 21 | 1 | -4 | 0.86 | -9 | 0 | 3
O=C1O[C@@H](c2ccc(O)cc2)Cc2cccc(O)c21 | -0.5 | i | -1 | -8 | 1.1 | 2 | -3 | 3
COc1ccc(NC(=O)CSc2nncs2)cc1S(N)(=O)=O | -0.2 | -16 | 0 | -12 | 0.94 | 15 | 1 | 6
COc1cc(SC)ccc1C(=O)OC(C)C(=O)Nc1ccc(NC(C)=O)cc1 (stereo not drawn) | -2.2 | 5 | -1 | -1 | 0.92 | -13 | 1 | -19
O=S(=O)(NCC1CCCO1)c1cc(Br)c(Br)s1 (stereo not drawn) | 0.5 | 16 | -8 | -1 | 1.1 | -5 | 0 | -17
O=C(Nc1ccc(C(=O)O)cc1)Nc1cccc([N+](=O)[O-])c1 | 81* | 16 | 1 | 5 | 0.98 | -4 | 2 | 18
CCOC(=O)CSC1=C(C#N)C(=O)NC(c2ccc(OC)cc2)S1 (stereo not drawn) | -1.3 | 9 | 1 | 4 | 1 | 8 | 3 | -15
COC(=O)[C@@]12CCCN1[C@H](c1ccc(-c3ccc4c(c3)OCO4)c(OC)c1)[C@H]1C(=O)N(C)C(=O)[C@H]12 | 0.2 | -5 | 4 | -18 | 1.1 | -3 | 3 | -10
COc1ccc(Cl)cc1S(=O)(=O)Oc1ccc(NC(C)=O)cc1 | -1.8 | 20 | 2 | 6 | 1.1 | -18 | 1 | -25
CCN1CCC2(CCN(C(=O)c3cc(COc4cc(C)ccc4C)on3)C2)C1 (stereo not drawn) | 1.2 | 4 | 0 | -14 | 1.2 | 10 | -22 | 3
COCCNC(=O)C(=O)N/N=C/c1cccs1 | -0.1 | 4 | 0 | -4 | 0.97 | 0 | 0 | 8
O=[N+]([O-])c1ccc(CSc2nc3ncc(Br)cc3[nH]2)cc1 | 5.8 | 29 | -1 | -1 | 1.2 | 4 | -1 | -17
CCOc1ccc(NS(=O)(=O)c2cc(NC(=O)CCC(=O)c3cccs3)ccc2Cl)cc1 | 10 | 9 | -25 | -13 | 1.1 | -11 | -1 | 5
O=C(C[n+]1cccc2ccccc21)c1ccc(Br)cc1 | -1.3 | -44 | 0 | 2 | 0.98 | -7 | 57* | -4
O=c1c2cccnc2[nH]c(=S)n1CCC1=CCCCC1 | 0.3 | 11 | -1 | 6 | 1.1 | 1 | 2 | -24
Cc1cccc(-c2noc(CNC(=O)c3ccc4c(c3)OCO4)n2)c1 | -3.0 | -3 | 3 | -2 | 0.95 | 12 | 3 | 9
COc1cc(=O)n2c(-c3ccccc3)csc2n1 | 0.4 | -16 | 1 | -13 | 1.1 | 3 | -2 | -6
C[C@H](O)C#Cc1cnc2c(c1)C(=O)N([C@H](C)CO)C[C@@H](C)[C@@H](CN(C)Cc1ccc(-c3ccccc3)cc1)O2 | 1.9 | -1 | . | . | . | 17 | -13 | .
O=C(c1ccc(Cn2c(=O)[nH]c3ccsc3c2=O)cc1)N1CCN(c2ccccc2)CC1 | 3.0 | 0 | -1 | -7 | 0.96 | -2 | 1 | -10
COc1ccc(-n2c(CNC(=O)COc3ccccc3)n[nH]c2=S)cc1 | -0.3 | 10 | 0 | -2 | 0.96 | 32 | 2 | -3
CC1(C)Cc2c(sc(NC(=O)Nc3ccccc3)c2C(N)=O)CO1 | 0.0 | -84 | 4 | -5 | 0.84 | 30 | -17 | 68*
O=C(Nc1nc2c(F)cc(F)cc2s1)C1COc2ccccc2O1 (stereo not drawn) | 64* | 12 | -3 | 5 | 1 | -8 | -27 | 47
Cc1ccc(-n2nc(C)c(C3(O)C(=O)N(C)c4ccccc43)c2N)cc1 (stereo not drawn) | 1.6 | 8 | -2 | 1 | 0.83 | 19 | 0 | 5
Cc1ccc(NC(=O)COc2ccc(Cl)cc2Cl)cc1S(=O)(=O)N1CCOCC1 | 0.2 | 14 | -1 | -13 | 0.9 | 5 | -2 | -27
O=C(Nc1c[nH]c(=O)[nH]c1=O)c1ccccc1Cl | -1.5 | 10 | 0 | 0 | 1.1 | -11 | -2 | 0
CC1(C)Cc2c(c(N3CCOCC3)nc3sc(C(=O)Nc4cccc(Cl)c4)c(N)c23)CO1 | 0.0 | -394 | 0 | -3 | 1 | 42 | -56 | 24
O=C(O)c1ccc(NC(=O)c2cccc(C(=O)Nc3ccc(C(=O)O)cc3)n2)cc1 | -0.5 | 11 | -3 | -15 | 1.1 | 21 | 0 | -30
O=C(CSc1ccc(Cl)cc1)Nc1nnc(-c2ccco2)o1 | -2.6 | -1 | -3 | -9 | 1.1 | -5 | 1 | -5
Cc1ccc(OCCNC(=O)/C=C/c2ccco2)cc1C | -1.5 | -1 | 0 | -2 | 0.95 | 38 | -11 | 5
COc1ccc(OCc2nc3c4cc(OC)c(OC)cc4nc(=S)n3[nH]2)cc1 | -4.9 | -7 | -10 | 18 | 1.1 | 42 | 0 | -29
COCCn1c(-c2ccc(Cl)cc2)nc2oc3cc(OC)ccc3c(=O)c2c1=O | 2.3 | 2 | 0 | -4 | 1.1 | 2 | 3 | -12
COc1nc(Oc2ccc(=O)[nH]n2)nc(N2CCOCC2)n1 | -1.1 | 9 | -2 | -9 | 1.1 | 3 | 0 | 1
CCc1nc(SCc2ccc(OC)cc2)n[nH]1 | 0.0 | -10 | 0 | 4 | 1.3 | -12 | 2 | -2
O=C(CN1C(=O)c2ccccc2C1=O)Nc1cccc(S(=O)(=O)Nc2ccccc2Cl)c1 | 5.0 | 14 | 0 | 3 | 1 | -35 | 3 | 0

Compound activity as filed in PubChem.
